# Source: PubChem (National Center for Advancing Translational Sciences (NCATS))
# APEX1 inh: inhibitors of human APE1 endonuclease | P27695 | recombinant APE1, TAMRA/BHQ-2 abasic DNA cleavage fluorescence | Potency, µM (series often up to 65.8 µM), for inactives: top-dose activity change, negative = inhibition, actives largely listed as inhibitors | 350,000 compounds, 0.35% hits | AID 2517;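 also: potency is read from the fitted curve at half-maximal effect; plate controls were vehicle for no effect and reference inhibitor for full effect; nearly all actives have a fitted effect of over 55% in size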
#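 Enzyme (0.75 nM final) and test compound are incubated 15 min at room temperature before adding 50 nM quenched THF abasic-site duplex. Cleavage dequenches TAMRA, followed at 525/598 nm over three reads one minute apart.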
# POLI inh: blocks human DNA polymerase iota activity. Q9UNA4. Pol iota fluorescent replication assay, 10 min. 390,000 compounds, 1% hits. AID 588590. Potency, µM (series often up to 115 µM), for inactives: top-dose activity, negative = inhibition, most hits filed as inhibitors; also: potency is read from the fitted curve at half-maximal effect
#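 Fluorescent replication assay read twice, at 0 min and 10 min after adding 50 nM (final) substrate. Enzyme (10 nM) and compounds were first incubated 15 min at room temperature; enzyme-free buffer wells were negative controls.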
# GRP78 ERSR act: inducers of ER stress response in human glioma cells; U87-MG GRP78 promoter luciferase reporter, 16 h; Potency, µM, without a hit: at the top dose activation, most hits filed as activators; 420,000 compounds, 0.02% hits; also: potency is read from the fitted curve at half-maximal effect; series mostly up to about 76 µM; % of control where 0% means no effect; nearly all actives have a fitted effect of over 35% in size
#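 Stably transfected U87-MG glioma cells carrying a GRP78-based luciferase sensor; 16 h compound incubation. Luminescence end-point read 10 min after Bright-Glo addition at room temperature.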
# Pol beta inh: DNA polymerase beta (human) inhibition; P06746; Pol beta primer extension/strand displacement, fluorescence kinetic; Potency, µM (top dose mostly 114 µM), for inactives: at the top dose activity change, negative = inhibition, hits mostly inhibitors; 340,000 compounds, 1.3% hits; AID 485314; also: potency is read from the fitted curve at half-maximal effect; % is scaled to controls: 0 for no effect and ±100 for the full control effect
#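 Kinetic readout of DNA synthesis with strand displacement by Pol beta. Compound and 10 nM enzyme sit 15 min at room temperature; 50 nM substrate starts the reaction, read immediately and at 10 min.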
# POLH inh: DNA polymerase eta (human) inhibition; Q9Y253; recombinant Pol eta, fluorescent DNA replication assay; Potency, µM (doses to about 114 µM), for the others: at the top dose activity change, negative = inhibition, most hits filed as inhibitors; 390,000 compounds, 1.2% hits; AID 588591; also: potency is read from the fitted curve at half-maximal effect; % is scaled to controls: 0 for no effect and ±100 for the full control effect
#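 Fluorescent replication assay: 50 nM final substrate added after a 15 min room-temperature compound preincubation with 10 nM enzyme. Signal taken at 0 min and again at 10 min.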
# LDHA inh: inhibitors of human lactate dehydrogenase A; P00338; purified LDHA, NADH/diaphorase-resazurin fluorescence; stronger effect = lower value; activity change, % (values are at about 110 or 230 µM); 480,000 compounds, 0.15% hits; AID 1347041; in the data active = activity change below about -30%; inconclusive = mostly about -25% to -30%;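 also: plate controls were DMSO wells for no effect and wells without enzyme for full effect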
#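 Human LDH5 (2 nM) was incubated with 0.06 mM NADH and 0.2 mM pyruvate for 5 min at room temperature in Tris pH 7.4. Remaining NADH was coupled through diaphorase/resazurin, and resorufin fluorescence was read at 0 and 20 min.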
# BLM inh: Bloom syndrome helicase (human) inhibition. recombinant BLM DNA unwinding, fluorescence dequenching. Potency, µM (series often up to 56.1 µM), without a hit: at the top dose activity change, negative = inhibition, most hits filed as inhibitors. 350,000 compounds, 0.2% hits. AID 2528;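 also: potency is read from the fitted curve at half-maximal effect; plate controls were vehicle for no effect and no enzyme for full effect; nearly all actives have a fitted effect of over 35% in size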
# Target sequence (P54132 whole entry, looked up): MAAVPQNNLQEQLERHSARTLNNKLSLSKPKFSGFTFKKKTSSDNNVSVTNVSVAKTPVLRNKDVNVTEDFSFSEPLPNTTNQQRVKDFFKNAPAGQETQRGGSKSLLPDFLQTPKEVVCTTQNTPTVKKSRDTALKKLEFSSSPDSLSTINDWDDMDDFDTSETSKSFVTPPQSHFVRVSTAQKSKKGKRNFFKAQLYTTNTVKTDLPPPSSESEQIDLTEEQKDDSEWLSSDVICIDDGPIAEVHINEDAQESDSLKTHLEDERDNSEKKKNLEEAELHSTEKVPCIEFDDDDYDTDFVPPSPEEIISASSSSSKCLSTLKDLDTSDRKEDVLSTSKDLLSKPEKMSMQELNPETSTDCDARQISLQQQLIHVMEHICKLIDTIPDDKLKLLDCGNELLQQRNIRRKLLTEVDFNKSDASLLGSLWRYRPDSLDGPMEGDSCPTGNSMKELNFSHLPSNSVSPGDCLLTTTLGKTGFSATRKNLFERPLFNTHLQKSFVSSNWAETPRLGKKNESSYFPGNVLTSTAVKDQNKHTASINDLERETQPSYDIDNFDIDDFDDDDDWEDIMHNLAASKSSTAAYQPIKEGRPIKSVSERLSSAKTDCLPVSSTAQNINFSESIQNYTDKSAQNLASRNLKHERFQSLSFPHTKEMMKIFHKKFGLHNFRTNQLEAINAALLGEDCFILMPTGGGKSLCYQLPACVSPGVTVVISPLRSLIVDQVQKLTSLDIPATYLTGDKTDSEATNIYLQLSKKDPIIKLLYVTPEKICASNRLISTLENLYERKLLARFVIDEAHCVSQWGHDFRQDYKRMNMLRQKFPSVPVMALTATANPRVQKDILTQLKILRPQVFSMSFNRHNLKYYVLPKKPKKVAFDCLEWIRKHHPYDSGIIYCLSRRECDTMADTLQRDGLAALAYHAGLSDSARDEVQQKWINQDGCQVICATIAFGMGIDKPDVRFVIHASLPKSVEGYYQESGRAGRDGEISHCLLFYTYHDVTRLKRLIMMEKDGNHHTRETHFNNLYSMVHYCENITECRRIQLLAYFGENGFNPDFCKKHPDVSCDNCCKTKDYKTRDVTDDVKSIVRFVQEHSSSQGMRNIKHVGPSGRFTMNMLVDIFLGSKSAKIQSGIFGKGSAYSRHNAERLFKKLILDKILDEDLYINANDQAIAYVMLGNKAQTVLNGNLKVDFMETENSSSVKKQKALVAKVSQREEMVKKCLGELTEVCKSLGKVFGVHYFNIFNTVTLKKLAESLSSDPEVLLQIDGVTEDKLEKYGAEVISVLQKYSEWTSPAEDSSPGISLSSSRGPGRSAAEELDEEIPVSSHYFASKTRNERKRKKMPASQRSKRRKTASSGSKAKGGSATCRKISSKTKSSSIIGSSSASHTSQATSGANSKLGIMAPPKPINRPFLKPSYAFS
# POLK inh: DNA polymerase kappa (human) inhibition | Q9UBT6 | purified Pol kappa, fluorescent DNA synthesis assay, 10 min | Potency, µM (series often up to 107 µM), without a hit: top-dose activity, negative = inhibition, actives largely listed as inhibitors | 400,000 compounds, 0.53% hits; also: potency is read from the fitted curve at half-maximal effect; % is scaled to controls: 0 for no effect and ±100 for the full control effect
#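 Fluorescent qHTS in 1536-well format: enzyme (10 nM) and compound sat 15 min at room temperature before 50 nM substrate (final) was added. Signal taken at 0 and 10 min; no-enzyme buffer wells were negative controls.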
# Anesthetic bind: binds horse apoferritin like a general anesthetic. P02791. apoferritin/1-aminoanthracene competitive binding, fluorescence. Potency, µM (highest dose often 77.5 µM), for inactives: at the highest dose activity change, negative = displacement, most hits filed as inhibitors. 350,000 compounds, 0.074% hits; also: potency is read from the fitted curve at half-maximal effect; % is scaled to controls: 0 for no effect and ±100 for the full control effect; nearly all actives have a fitted effect of over 20% in size
#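 Steps: apoferritin (10 uM) was premixed with half-saturated 1-AMA in PBS, compounds were pin-transferred, plates stood 10 min at room temperature, fluorescence was read at 380/535 nm, and curves were fitted with a Hill equation.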
# The depositor's hits bear a star; ? = inconclusive; · = not tested or not shown; & = joins results of further samples; [ ] = remark or other dose. Unless noted, calls follow the shape of the dose curve; as a rule, active = well fitted curve in the direction sought with a large enough effect; inconclusive = small, poorly fitted or top-dose-only effect, or another doubt; inactive = no such curve, though single readings can be large; an effect the other way counts as inactive or inconclusive. These rows are one share of the data; count on the stated rates, not on these rows.
cpd	canonical_smiles	APEX1 inh	POLI inh	GRP78 ERSR act	Pol beta inh	POLH inh
1	COC(=O)CCN1CCC2CC1c1cc(Cl)ccc12 (stereo unspecified)	·	-2.5%	-3.3%	·	-12.7%
2	Cc1cc(C(=O)NCc2ccccc2Cl)c2c(C)nn(-c3ccccc3)c2n1	·	-27.0%	-3.5%	4.1%	1.0%
3	O=C(Nc1cccc(F)c1)N1CC2(CCN(C(=O)c3cc(C(F)(F)F)cc(C(F)(F)F)c3)CC2)C1	2.1%	·	-4.7%	·	·
4	C[n+]1ccn(CC(=O)c2ccc(Br)cc2)c1	4.4%	-14.6%	-4.5%	-9.1%	-5.4%
5	COc1ccc(C2c3c(ccc4ccccc34)Oc3ncn4nc(Cc5ccccc5)nc4c32)cc1OC (stereo unspecified)	-0.8%	12.7%	5.1%	0.5%	-15.1%
6	Cc1ccc(S(=O)(=O)N2CCN(C(=O)CCOc3cc(C)ccc3C)CC2)cc1	22.2%	-6.3%	-3.9%	·	-17.4%
7	O=C1CN(C(=O)c2ccc(Br)o2)C(c2ccc(F)cc2)c2cc(F)ccc2N1 (stereo unspecified)	-4.9%	-15.4%[58.9 µM]	-3.8%	-1.1%	-16.5%
8	CC(C)NC(=O)NC(=O)COC(=O)CCCSc1nc2ccccc2s1	-0.3%	18.3%	-4.8%	-15.6%	-18.8%
9	CCc1cccc(NC(=O)c2cc(OC)c(OC)c(OC)c2)c1	-12.3%	?	2.0%	-3.4%	-4.8%
10	O=c1[nH]c(/C=C/c2ccc([N+](=O)[O-])cc2)c([N+](=O)[O-])c(=O)[nH]1	10.9%	?	-4.1%	-3.0%	44.7µM*
11	COc1ccc(-n2c(NC(=O)c3ccc(Br)o3)c(C#N)c3nc4ccccc4nc32)cc1	-3.3%	·	·	31.6µM*	·
12	COC(=O)N/N=C(\C)c1cccc(C(F)(F)F)c1	14.3%	36.1%[activator]	5.0%	27.6%	-19.6%
13	CC1CC(=O)c2cnc(N)nc2C1 (stereo unspecified)	3.9%	23.7%	-4.9%	18.4%	-5.1%
14	CCO[C@H]1OC(C(=O)NC2CC2)=C[C@@H](c2coc3ccccc3c2=O)[C@@H]1CCCO	27.6%	21.7%	-4.6%	42.1%	-2.4%
15	O=C(Nc1ccc(Oc2ccc(Cl)cc2)cc1)c1ncn[nH]1	-0.8%	-4.9%	-2.3%	-1.2%	6.4%

cpd	LDHA inh	BLM inh	POLK inh	Anesthetic bind
1	2.0	·	3.1%	·
2	-3.9	0.4%	-5.0%	4.4%
3	·	5.6%	-10.4%[60.1 µM]	·
4	-0.1	-7.8%	1.6%	8.1%
5	-0.7	-4.0%	0.0%	-4.2%
6	-2.5	·	-8.7%	·
7	-2.2	-8.4%	-12.6%	1.6%
8	-5.7	-4.2%	6.1%	-13.2%
9	2.0	1.9%	-5.5%	-6.5%
10	-2.4	-7.9%	-4.3%	-5.8%
11	·	?	·	-13.7%
12	-2.9	-2.1%	2.5%	-6.7%
13	-4.2	-3.0%	7.8%	-6.0%
14	-0.7	-2.4%	-1.2%	0.6%
15	-7.6	-3.5%	-17.1%	?

# Additional entries follow.
cpd	canonical_smiles	APEX1 inh	POLI inh	GRP78 ERSR act	Pol beta inh	POLH inh
16	CC(C)c1onc(C(=O)N2CCN(c3ccccc3)CC2)c1[N+](=O)[O-]	19.5%	15.3%	-8.0%	?	-19.4%
17	CC1CCCCN1CCNC(=O)CN1C(=O)COc2ccccc21 (stereo unspecified)	10.1%	?	-6.1%	30.4%	6.5%
18	O=C1CSC(=S)N1c1ccccc1	·	10.3%	1.6%	·	-18.1%
19	Cc1cc(OCCn2nc(C(=O)O)c3ccccc3c2=O)ccc1C(C)C	-18.2%	86.2%[activator]	10.2%	-6.6%	-26.4%
20	CC(C)CCNC(=O)CCCC1=NS(=O)(=O)c2ccccc2N1	1.7%	8.6%	-3.1%	21.2%	-24.5%
21	CCN(CC(=O)Nc1c(F)cccc1F)C(=O)C1CC(=O)N(c2ccccc2OC)C1 (stereo unspecified)	25.8%	6.2%	5.1%	22.5%	0.6%
22	O=C(NCc1ccccc1)C(=O)NCC1OCCCN1S(=O)(=O)c1cccs1 (stereo unspecified)	1.9%	38.2%[activator]	-0.8%	1.6%	-9.0%
23	COc1cc2oc(=O)cc(-c3ccc(-c4sccc4C=O)cc3)c2c(OC)c1OC	-0.9%	·	1.2%	·	·
24	COc1cc(-c2c(C#N)c(N)nc(SCc3ccncc3)c2C#N)cc(OC)c1OC	-8.7%	-17.1%	-4.2%	?	-11.6%
25	CN(Cc1cccc(F)c1)C(=O)c1cc(=O)[nH]c2ccccc12	15.3%	46.7%[activator]	-0.6%	59.3%	-11.3%
26	CC(C)(C)OC(=O)N/N=C\c1ccc(OC(=O)c2cccs2)cc1	-0.8%	7.8%	-2.3%	2.9%	-5.1%
27	COc1ccc(-c2nn(-c3ccccc3)cc2C(=O)NC2CCCCC2C)cc1 (stereo unspecified)	8.4%	-5.4%	-5.6%	·	-16.0%
28	CCC12CN3CC(C)(CN(C1)C3c1ccc(O)cc1O)C2=O (stereo unspecified)	·	17.2%	-0.5%	0.4%	-13.6%
29	O=C(Nc1cc(S(=O)(=O)N2CCOCC2)ccc1-n1cncn1)c1ccc(Cl)cc1	0.0%	-1.8%	4.1%	-24.1%	-6.1%
30	COc1cccc(NC(=S)NCc2ccco2)c1	?	6.3%	1.2%	-2.9%	-20.4%

cpd	LDHA inh	BLM inh	POLK inh	Anesthetic bind
16	-15.0	-3.2%	1.3%	1.8%
17	-3.7	1.8%	-1.8%	-5.7%
18	1.5	·	-15.2%	·
19	-0.7	-13.1%	-5.1%	?
20	-4.3	0.1%	-5.5%	-1.2%
21	-4.7	0.5%	3.6%	-1.3%
22	-2.0	-4.8%	9.7%	-23.7%
23	·	-2.7%[75.6 µM]	-14.2%[60.1 µM]	-13.3%[110 µM]
24	-1.3	-8.1%	-3.6%	?
25	-12.9	-2.0%	-3.6%	1.1%
26	-3.1	1.9%	-20.1%	-14.2%
27	-11.6	·	-2.3%	·
28	0.9	1.6%	-2.3%	-5.9%
29	-5.9	-4.0%	-12.2%	-5.3%
30	-2.9	-3.2%	-0.2%	5.6%

# Some entries already given, showing only LDHA inh, POLK inh and Pol beta inh.
nr	structure	LDHA inh	POLK inh	Pol beta inh
26	CC(C)(C)OC(=O)N/N=C\c1ccc(OC(=O)c2cccs2)cc1	-3.1	-20.1%	2.9%
27	COc1ccc(-c2nn(-c3ccccc3)cc2C(=O)NC2CCCCC2C)cc1 (stereo unspecified)	-11.6	-2.3%	·
28	CCC12CN3CC(C)(CN(C1)C3c1ccc(O)cc1O)C2=O (stereo unspecified)	0.9	-2.3%	0.4%

# Going on with the list.
cpd	canonical_smiles	APEX1 inh	POLI inh	GRP78 ERSR act	Pol beta inh	POLH inh
31	O=C(CCCNC(=O)/C(=C/c1ccc(F)cc1)NC(=O)c1ccccc1)OCc1ccccc1	7.3%	-17.1%	-0.8%	8.5%	-14.9%
32	Cc1ccccc1NC(=O)c1oc2c(c1C)-c1nn(Cc3cccc(Cl)c3)cc1CC2	·	12.3%	-2.5%	-29.3%	-17.2%
33	O=C(OCCOc1ccc(F)cc1)c1ccc(S(=O)(=O)N2CCCC2)cc1	26.3%	-24.3%	0.8%	·	-5.2%
34	COc1cccc(-n2cc(C(=O)OCc3ccc(Cl)cc3)c3ccccc3c2=O)c1	·	-11.9%	-4.4%	18.1%	-9.1%
35	CCN(CC)C(=O)CC(c1ccc(OC)cc1)c1c(OC)cc(OC)c2c(-c3ccccc3)cc(=O)oc12 (stereo unspecified)	?	?	-2.6%	·	·
36	COCCN(C(=O)CSc1nc(N)cc(=O)[nH]1)c1c(N)n(Cc2ccccc2)c(=O)[nH]c1=O	4.2%	19.6%	-0.5%	·	-13.6%
37	COc1cccc(-c2coc3c(C)c4oc(=O)c(CC(=O)O)c(C)c4cc23)c1	75.4%[activator]	97.5%[activator]	-0.5%	-2.4%	-23.0%
38	COc1ccc(OC)c(NC(=O)c2ccc(NS(=O)(=O)c3c(C)noc3C)cc2)c1	-7.2%	37.4%[activator]	-2.4%	41.3%	14.9%
39	C=C1CCN(C(C)C(=O)O)S(=O)(=O)c2ccccc21 (stereo unspecified)	-7.5%&19.5%	-12.0%&0.1%	-4.1%&1.2%	-14.6%	-5.4%
40	O=C(CC12CC3CC(CC(C3)C1)C2)Nc1c(F)cccc1F	2.0%	-1.8%	-3.8%	23.0%	-18.1%
41	CN(C)c1ncc2nc(-c3cc(F)cc(F)c3)c(=O)n(Cc3ccc(F)cc3)c2n1	-4.1%	·	-3.1%	·	·
42	CCCc1cc(=O)oc2c3c(cc(OCC(=O)NCCN4CCOCC4)c12)OC(C)(C)CC3	7.7%	6.0%	1.0%	35.1%	-5.7%

cpd	LDHA inh	BLM inh	POLK inh	Anesthetic bind
31	-2.4	1.1%	-9.6%[60.1 µM]	3.9%
32	15.9	0.6%	5.3%	-1.2%
33	-0.8	·	-9.4%	·
34	-4.4	-7.7%	?	-9.0%
35	·	-27.3%	79.4µM*	-22.5%
36	-2.7	·	-1.8%	·
37	-7.9	-4.7%	-9.8%	-0.4%
38	0.0	-7.3%	1.3%	-12.0%
39	-13.6	3.7%&-1.2%	-18.4%&-11.6%	1.0%&5.1%
40	-3.6	-3.7%	-2.7%	?
41	·	-3.5%	6.0%[60.1 µM]	·
42	-3.7	0.7%	6.2%	1.8%
